# M5 antag: antagonists of human muscarinic M5 receptor (CHRM5) | inhibition, % at 3 µM | CHO-hM5 cells, Fluo-8 calcium fluorescence, ACh EC80 | P08912 | hit rate 0.59% among 360,000 | AID 624040;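 active = inhibition above a per-plate cutoff, the mean of that plate's test compounds plus 3 SD, cut at about 27% in these data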;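 also: 0% = acetylcholine EC80 with DMSO and 100% = DMSO without agonist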
# CHRM1 PAM: potentiates human M1 receptor response to acetylcholine. CHO-K1 hM1, Fluo-8 calcium fluorescence, ACh EC20; 0% = ACh EC20, 100% = maximal ACh. activation, % at 3 µM. hit rate 0.088% among 360,000. AID 588819; in the data active = activation above about 19%, passing the limit was not always enough
# Target sequence (P11229 whole entry, looked up): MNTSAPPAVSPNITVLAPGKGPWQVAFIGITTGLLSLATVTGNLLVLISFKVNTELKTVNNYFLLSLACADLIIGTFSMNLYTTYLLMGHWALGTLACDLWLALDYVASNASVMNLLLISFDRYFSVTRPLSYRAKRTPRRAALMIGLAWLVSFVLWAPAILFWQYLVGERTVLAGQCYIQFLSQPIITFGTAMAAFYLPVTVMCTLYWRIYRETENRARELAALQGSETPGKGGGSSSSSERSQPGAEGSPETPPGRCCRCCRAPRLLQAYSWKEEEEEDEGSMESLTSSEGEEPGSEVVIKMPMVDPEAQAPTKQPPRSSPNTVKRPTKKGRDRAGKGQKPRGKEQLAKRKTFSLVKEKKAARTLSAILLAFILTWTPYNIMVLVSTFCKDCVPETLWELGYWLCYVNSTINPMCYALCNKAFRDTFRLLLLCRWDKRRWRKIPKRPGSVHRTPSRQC
# M4 PAM: positive allosteric modulators of human muscarinic M4 receptor. P08173. CHO-K1 hM4/Gqi5, Fluo-8 calcium fluorescence, ACh EC20; 0% = ACh EC20, 100% = maximal ACh. activation, % at 3 µM. hit rate 0.4% among 360,000. AID 624126;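 active = activation above its plate's cutoff, the mean activation of sample wells plus 3 SD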; also: some results filed as inactive read as strong as hits
# Target sequence (P08173 whole entry, looked up): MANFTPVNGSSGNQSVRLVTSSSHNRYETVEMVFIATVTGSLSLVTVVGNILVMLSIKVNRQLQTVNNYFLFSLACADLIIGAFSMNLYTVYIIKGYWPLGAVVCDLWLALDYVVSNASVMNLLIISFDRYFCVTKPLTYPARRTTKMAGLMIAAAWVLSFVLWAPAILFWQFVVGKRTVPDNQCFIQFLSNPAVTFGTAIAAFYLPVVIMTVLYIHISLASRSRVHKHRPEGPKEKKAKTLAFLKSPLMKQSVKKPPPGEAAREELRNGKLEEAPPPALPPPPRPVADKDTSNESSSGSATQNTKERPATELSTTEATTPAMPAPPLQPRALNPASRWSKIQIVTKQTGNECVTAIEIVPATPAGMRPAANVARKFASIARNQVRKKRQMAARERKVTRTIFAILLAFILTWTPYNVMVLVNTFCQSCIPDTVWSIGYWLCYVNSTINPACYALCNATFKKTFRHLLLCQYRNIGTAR
# CHRM4 agonist: agonists of human muscarinic M4 receptor (CHRM4) | CHO-K1 hM4/Gqi5, Fluo-8 calcium fluorescence; vehicle 0%, full acetylcholine response 100% | activation, % at 3 µM | hit rate 0.14% among 360,000 | AID 624127;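 active = activation above the run mean over all test wells plus 3 SD, cut at about 32% in these data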;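 also: peak over basal fluorescence ratio per well then scaled between controls; 0% = DMSO wells and 100% = acetylcholine at EC100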
# CHRM1 antagonist: blocks human M1 muscarinic receptor | P11229 | CHO-K1 hM1, Fluo-8 calcium fluorescence, ACh EC80 antagonist | inhibition, % at 3 µM | hit rate 1.3% among 360,000;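 active = percent inhibition above its own plate's cutoff, namely the mean of that plate's compound wells plus 3 SD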;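 also: peak over basal fluorescence ratio during 140 s after agonist addition; 0% = ACh EC80 plus DMSO and 100% = DMSO alone without agonist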
# CRFR2-BP ag: CRF-BP/CRF-R2 complex agonism | HEK293 CRF-R2/CRF-BP, calcium dye fluorescence (FLIPR); percent of saturating CRF peptide response | AID 588473 | activation, % at 13.2 µM | hit rate 0.46% among 350,000;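 active = activation of at least 50%, plus an integration ratio under a set limit after plate pattern correction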;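 also: plate controls were neutral control wells without compound for no effect and CRF at EC100 for full effect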
# M5 ag: CHRM5 agonism in calcium assay. P08912. CHO-K1 hM5 cells, Fluo-8 calcium fluorescence; 0% DMSO wells, 100% maximal acetylcholine response. activation, % at 3 µM. hit rate 0.19% among 360,000. AID 624037;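 active = activation above the run's mean over test compounds plus 3 SD, cut at about 23% in these data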;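 also: signal is peak over basal fluorescence ratio across the kinetic read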
# M5 PAM: potentiates acetylcholine response at human M5 receptor; P08912; CHO-K1 hM5, Fluo-8 calcium, ACh EC20 PAM; 0% = ACh EC20, 100% = ACh EC100; activation, % at 3 µM; hit rate 0.3% among 360,000; AID 624038;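 active = activation above the run cutoff, the mean activation of all test compounds plus 3 SD, cut at about 18% in these data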
#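 Assay system – human M5 receptor in CHO-K1 cells · Read-out – % activation, ACh-normalized · Technique – Fluo-8 calcium fluorescence · Dosing – single-point, 3 µM nominal · Incubation – Fluo-8 loading 80 min at 37 °C plus 30 min room temperature · Repeats – singlicate, one well per test compound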
# M4 antag: CHRM4 antagonism in calcium assay. P08173. CHO-hM4 cells, ACh EC80, Fluo-8 calcium fluorescence. inhibition, % at 3 µM. hit rate 0.73% among 360,000. AID 624125;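 active = inhibition above its plate's cutoff, the mean inhibition of sample wells plus 3 SD, cut at about 27% in these data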;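 also: 0% = acetylcholine EC80 with DMSO and 100% = DMSO without agonist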
# * marks the source's active call; other numbers are inactive results; nt = not tested or not shown.
SMILES,M5 antag,CHRM1 PAM,M4 PAM,CHRM4 agonist,CHRM1 antagonist,CRFR2-BP ag,M5 ag,M5 PAM,M4 antag
O=C1NC(=O)C(=C2CCCCCC2)S1,-2,6,-6,0,-7,-2.0,-1,5,5
CCN(CC(=O)Nc1ccccc1C(F)(F)F)C(=O)c1ccc(-n2nc(C)c(CCC(=O)OC)c2C)cc1,6,0,-9,17,5,0.9,8,-20,7
Nc1ccc(C(=O)NC23CC4CC(CC(C4)C2)C3)cc1,0,-1,7,0,-5,0.2,-1,-2,-9
COc1ccccc1NC(=O)NCc1ccc(C)n1C,3,5,6,1,-4,0.7,-4,5,3
OCCN(Cc1ccccc1)Cc1cccc(C(F)(F)F)c1,-5,0,8,-2,-1,-0.8,-2,1,-2
Cc1cc(C)cc(Oc2nc3c(C)cccn3c(=O)c2/C=C(\C#N)C(=O)NC2CCS(=O)(=O)C2)c1 (stereo unspecified),-1,7,1,4,-7,1.4,-2,-2,0
COc1ccccc1Cc1c(-c2ccc(C)cc2)nc2cc(C)c(Br)c(C)n12,7,nt,9,0,nt,nt,0,-11,-11
O=[N+]([O-])c1ccccc1/C=C/CN1CCC(O)CC1,-4,6,4,1,-17,0.6,1,11,2
CCCCc1ccc(NC(=S)NCC2CCCO2)cc1 (stereo unspecified),15,2,1,6,-7,2.9,-5,-7,-26
Cc1c(C)n2c(SCC(=O)N3CC(C)OC(C)C3)nnc2[nH]c1=O (stereo unspecified),0,2,0,0,-2,0.6,1,3,-1
NS(=O)(=O)c1ccc(CCNC(=O)c2cc(-c3ccc(Br)cc3)nc3ccccc23)cc1,4,-14,-11,10,15,-2.1,2,-8,9
CN1CCN(NC(=O)CC(C)(C)C)CC1,3,11,12,2,-14,1.9,-8,5,-2
CC1=CC(C)C2COC(c3ccc[n+](C)c3)C1C2C (stereo unspecified),6,1,-14,13,-2,-2.2,-2,-12,-16
CCOC(=O)COc1ccc(C(=O)CC)cc1OC,-3,7,8,2,-4,0.8,-2,3,-3
COC(=O)c1ccccc1NC(=S)NC(=O)CC(C)C,-4,6,1,-2,-13,-1.1,-3,-3,-15
Cc1ccc(S(=O)(=O)N2CCN(C(=O)COC(=O)CCOc3cc(C)ccc3C)CC2)cc1,16,-4,-4,21,6,0.2,7,-24,5
N=C1c2c(cc(=O)n3c2[nH]c2ccccc23)CN1CCN1CCOCC1,8,4,-4,1,-6,-1.4,0,4,3
COC(=O)CC1NCCc2cc(OC)c(OC)cc21 (stereo unspecified),10,7,-5,0,-1,0.2,0,1,3
Cc1nc2cc(NC(=O)CS(=O)(=O)c3ccc(F)cc3)ccc2s1,8,1,0,3,-2,-0.5,-2,0,-2
CCN1CCCC1CN(Cc1cc2ccc(C)cc2[nH]c1=O)C(=S)Nc1cccc(OC)c1 (stereo unspecified),-5,6,-7,0,-8,-3.8,5,3,-2
O=C(CSc1n[nH]c(-c2cccs2)n1)N1CCN(S(=O)(=O)c2ccc3ccccc3c2)CC1,-3,-5,1,5,7,1.5,2,-4,-15
COc1ccccc1OCC(=O)Nc1ccc(N2CCCCC2)cc1,8,3,1,2,-2,-3.1,-2,-2,-8
COC(=O)CCCC1=CC2=CC(=O)C(C)(OC(=O)c3cccs3)C(=O)C2=CN1Cc1ccco1 (stereo unspecified),-5,15,9,0,-13,2.4,1,11,0
CCc1nc(Nc2ccncc2)c2oc3ccccc3c2n1,3,-2,1,1,0,3.7,-6,-5,1
Cc1cc(C)cc(NC(=O)CSc2nc(CSc3ccc(Cl)cc3)cc(=O)[nH]2)c1,8,16,1,0,-6,-0.5,-1,-2,5

# Complete entries, quoted from the list. Screens in order: M5 antag	CHRM1 PAM	M4 PAM	CHRM4 agonist	CHRM1 antagonist	CRFR2-BP ag	M5 ag	M5 PAM	M4 antag
# COC(=O)c1ccccc1NC(=S)NC(=O)CC(C)C is listed as -4	6	1	-2	-13	-1.1	-3	-3	-15
# Nc1ccc(C(=O)NC23CC4CC(CC(C4)C2)C3)cc1 is listed as 0	-1	7	0	-5	0.2	-1	-2	-9

# Other entries
SMILES,M5 antag,CHRM1 PAM,M4 PAM,CHRM4 agonist,CHRM1 antagonist,CRFR2-BP ag,M5 ag,M5 PAM,M4 antag
Cc1ccc2c(c1)N(CC(=O)OCC(=O)NCc1ccccc1)C(=O)CO2,11,4,3,0,-2,-1.4,-1,-1,2
CC(C)(C)N(Cc1ccccc1)C(=O)c1cccs1,-3,11,3,-2,-11,-0.7,-3,4,1
COc1ccc(OCC(=O)NCCCn2ccnc2)cc1,14,-3,-21,11,1,-0.7,7,-8,4
COc1ccc(-c2n[nH]c(=S)n2Cc2ccccc2)cc1,-4,-2,-4,1,6,0.9,-1,1,-3
O=P(c1ccccc1)(c1ccccc1)C1CCCO1 (stereo unspecified),-4,14,23,1,-13,0.2,5,3,-9
COCCCn1c(SCC(=O)NC2CCCCC2)nnc1-c1ccco1,14,8,-11,1,-7,-1.1,-3,-2,-1
S=C(NCCc1ccccc1)NCCN1CCOCC1,11,2,3,1,-4,-1.5,1,3,3
O=C(CSCCOc1ccccc1)NCc1ccncc1,10,8,9,2,2,2.1,-2,6,-9
CCCCC(=O)Nc1ccc(C(=O)OC2CCCCC2)cc1,10,-10,-5,4,8,1.5,-5,-6,3
CCCCCn1c(CCNC(=O)c2cccs2)nc2ccccc21,-1,-6,-2,13,8,0.6,-2,-9,4
CN1C(=O)C(CC(=O)O)S/C1=N\N=C\c1ccc(O)cc1O (stereo unspecified),4,18,-5,0,-17,2.9,5,10,-2
Cc1c(C(=O)NCCO)sc2nc3n(c(=O)c12)CCC3,-4,8,8,1,-5,-0.9,-1,-2,-14
CCOc1cccc(Oc2ccc(C(F)(F)F)cn2)c1,-12,20,7,1,-42,1.1,1,6,-12
CCCN(CCC)C(=O)Nc1ccc(F)cc1F,15,9,5,-1,-13,1.8,-5,-5,-13
CCc1ccc2cc3c(cc2n1)C(=O)c1ccccc1-3,-3,-1,-2,8,1,nt,-2,3,-18
COc1ccccc1NC(=O)Cn1c(C)cc(=O)c2cccc(OC)c21,11,-10,-12,16,10,0.7,3,-15,11
Cc1ccc(C)c2c(N)c3c(nc12)CCCCC3 (tested in a mixture with another compound),-16,8,2,2,-11,2.8,-9,11,-14
Cc1ccc(-c2nc3c(=O)n(-c4ccccc4)c4c(c(=O)n(C)c(=O)n4C)c3o2)cc1,3,4,-2,0,-2,0.7,2,2,6
O=C(Nc1ccccc1)C(c1ccccc1)C1CCCC1 (stereo unspecified),4,-8,-4,3,6,0.4,-6,-8,-4
Cc1cc2c(ncn2Cc2ccccc2)c(NS(C)(=O)=O)c1C,-2,9,6,1,3,0.5,-5,12,-3
CC1=C(C(=O)Nc2ccc(C(=O)NCCC(C)C)cc2)SCCO1,3,6,3,5,-4,-1.1,-2,-1,-7
S=C(N/N=C/c1ccco1)NC1CC2CCC1C2 (stereo unspecified),5,7,7,1,-8,-1.4,-6,-9,-8
CC(=O)c1cn(CC(=O)NCc2cccnc2)c2ccccc12,-1,2,0,3,1,-0.3,0,0,-6
O=C(/C=C/c1ccc(Cl)c([N+](=O)[O-])c1)Nc1ccc(N2CCCC2)cc1,2,-6,-3,1,9,-1.1,-1,-4,3
Cc1ccc(-n2ncc3c2ncn2c(C)nnc32)cc1C,-5,2,1,1,-2,-1.0,2,1,-8

# Nothing new here: entries from further up.
SMILES,M5 antag,CHRM1 PAM,M4 PAM,CHRM4 agonist,CHRM1 antagonist,CRFR2-BP ag,M5 ag,M5 PAM,M4 antag
O=[N+]([O-])c1ccccc1/C=C/CN1CCC(O)CC1,-4,6,4,1,-17,0.6,1,11,2
CCCCc1ccc(NC(=S)NCC2CCCO2)cc1 (stereo unspecified),15,2,1,6,-7,2.9,-5,-7,-26
Cc1c(C)n2c(SCC(=O)N3CC(C)OC(C)C3)nnc2[nH]c1=O (stereo unspecified),0,2,0,0,-2,0.6,1,3,-1
NS(=O)(=O)c1ccc(CCNC(=O)c2cc(-c3ccc(Br)cc3)nc3ccccc23)cc1,4,-14,-11,10,15,-2.1,2,-8,9
CN1CCN(NC(=O)CC(C)(C)C)CC1,3,11,12,2,-14,1.9,-8,5,-2
CC1=CC(C)C2COC(c3ccc[n+](C)c3)C1C2C (stereo unspecified),6,1,-14,13,-2,-2.2,-2,-12,-16
CCOC(=O)COc1ccc(C(=O)CC)cc1OC,-3,7,8,2,-4,0.8,-2,3,-3
COC(=O)c1ccccc1NC(=S)NC(=O)CC(C)C,-4,6,1,-2,-13,-1.1,-3,-3,-15
Cc1ccc(S(=O)(=O)N2CCN(C(=O)COC(=O)CCOc3cc(C)ccc3C)CC2)cc1,16,-4,-4,21,6,0.2,7,-24,5
N=C1c2c(cc(=O)n3c2[nH]c2ccccc23)CN1CCN1CCOCC1,8,4,-4,1,-6,-1.4,0,4,3
COC(=O)CC1NCCc2cc(OC)c(OC)cc21 (stereo unspecified),10,7,-5,0,-1,0.2,0,1,3
Cc1nc2cc(NC(=O)CS(=O)(=O)c3ccc(F)cc3)ccc2s1,8,1,0,3,-2,-0.5,-2,0,-2
CCN1CCCC1CN(Cc1cc2ccc(C)cc2[nH]c1=O)C(=S)Nc1cccc(OC)c1 (stereo unspecified),-5,6,-7,0,-8,-3.8,5,3,-2
O=C(CSc1n[nH]c(-c2cccs2)n1)N1CCN(S(=O)(=O)c2ccc3ccccc3c2)CC1,-3,-5,1,5,7,1.5,2,-4,-15

# Additional entries follow:
SMILES,M5 antag,CHRM1 PAM,M4 PAM,CHRM4 agonist,CHRM1 antagonist,CRFR2-BP ag,M5 ag,M5 PAM,M4 antag
O=C(COc1ccc(Br)cc1)N1CCNC1=O,5,0,0,1,12,-0.6,-3,-1,-3
O=C(N/N=C/c1ccccn1)c1cc(-c2ccc3ccccc3c2)n[nH]1,1,-9,-8,15,10,1.2,5,-15,-4
O=c1/c(=C/c2ccc(CNS(=O)(=O)c3ccccc3)o2)sc2n1CCN=2,-3,0,-2,1,-5,-0.1,0,-7,1
CC(OC(=O)c1cccc(-n2cnnn2)c1)C(=O)NCc1ccccc1 (stereo unspecified),-4,4,5,0,-1,-0.7,-3,6,-1
CCN(CC)CCNC(=O)c1ccc(NC(=O)C2CC(=O)N(CCc3ccc(OC)c(OC)c3)C2)cc1 (stereo unspecified),10,6,5,2,-7,-0.4,-2,2,1
O=C(Nc1ccc(F)cc1)Nc1nnc(-c2ccccc2)o1,-9,7,3,1,1,-0.8,4,7,-9
COC(=O)C1=CN(c2ccc(N3CCOCC3)cc2)C(N)=C(C#N)C1c1cccc(OC)c1OC (stereo unspecified),4,nt,10,1,nt,nt,2,0,2
C(#CCN1CCOCC1)CCCN1CCOCC1,2,6,6,1,-9,5.8,-2,2,-4
CCCN(Cc1cc2cc(C)ccc2[nH]c1=O)C(=O)c1cccc(OC)c1,-5,3,6,3,-4,1.6,-2,-1,-2
CC(=O)N1CCOc2ccc(S(=O)(=O)Nc3cccc(C)n3)cc21,-13,2,-3,1,-3,-0.3,2,5,8
Cc1ccccc1NCC(=O)N/N=C/c1ccc([N+](=O)[O-])cc1,-2,6,-1,6,-10,4.7,-4,-8,-18

# Screening results (PubChem BioAssay)
